High-throughput results (PubChem)
GRK2 aptamer HTS: compounds blocking aptamer binding on GRK2 – biochemical, human GRK2, bead flow cytometry, HTS, primary screen; inhibition of aptamer binding, % at 10 µM; FAM-aptamer displacement from GRK2; hit rate 0.59% among 330,000; Beta-adrenergic receptor kinase 1 (Homo sapiens), P25098;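 active means inhibition of aptamer binding above 40%, roughly 3 SD of noise, on plates passing a quality check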;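 further: median bead fluorescence of bound FAM aptamer so fluorescent compounds give negative values; no value below 0 was filed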
proCasp7 act: procaspase-7 activators, primary screen, counter-screen for procaspase-3 activator project, biochemical, absorbance, HTS, human; Caspase-7 (Homo sapiens), P55210; recombinant procaspase-7, Ac-DEVD-pNA absorbance 405 nm; D23A/D198A/D206A triple mutant, cannot self-cleave; scale: DMSO 0, 5 µM enzyme 100; activation, % at 8.5 µM; hit rate 0.093% among 330,000;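 active means percent activation above the screen-wide mean plus 3 SD, cut at about 25% in these data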
Target sequence (P55210 whole entry D23A/D198A/D206A): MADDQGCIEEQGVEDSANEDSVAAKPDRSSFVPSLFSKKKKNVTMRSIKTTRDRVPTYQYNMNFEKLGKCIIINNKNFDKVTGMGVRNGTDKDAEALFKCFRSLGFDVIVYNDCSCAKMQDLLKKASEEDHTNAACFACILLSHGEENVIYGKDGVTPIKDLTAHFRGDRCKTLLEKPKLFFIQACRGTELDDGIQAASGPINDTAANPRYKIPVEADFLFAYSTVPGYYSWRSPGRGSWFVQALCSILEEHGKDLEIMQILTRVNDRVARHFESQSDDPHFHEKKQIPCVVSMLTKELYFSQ
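System: Uncleavable procaspase-7 mutant enzyme; Amount: 2 µM procaspase-7 mutant as dispensed; Schedule: 1 h compound preincubation, 2 h substrate cleavage, 25 °C; Measured by: 405 nm absorbance of p-nitroaniline; Evaluation: percent activation from buffer-corrected 0–120 min absorbance change; Control set: low DMSO alone, high DMSO plus 5 µM PC-7.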
VLA-4 inh: inhibition in human VLA-4 binding assay, primary screen, VLA-4 allosteric modulator project, MLPCN library, flow cytometry, VLA-4 expressing cells; Integrin alpha-4 (Homo sapiens), P13612; ligand binding flow cytometry; inhibition, % (about 7 µM as worked out from the volumes in the protocol); hit rate 0.2% among 330,000; in the data active means inhibition above about 50%
HCV core dimer: inhibitors of HCV core protein dimerization, primary screen, biochemical, TR-FRET, high-throughput; TR-FRET GST/Flag-core106 dimerization, 1536-well; inhibition, % at 5 µM; hit rate 0.33% among 300,000;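 active means inhibition above the mean of all tested compounds plus 3 SD, set per screening campaign, cut at about 45% in these data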
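Assay system: tagged HCV core106 pair (GST and Flag); medium: KF-containing HEPES buffer, pH 7.45, DTT, CHAPS, BSA; also added: Eu donor and XL665 acceptor anti-tag antibodies; dosing: 5 µM single dose; timing: compound-protein-antibody incubation 4 h at 22.5 °C; signal: TR-FRET 671 and 617 nm emission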
Fh CTSL1 inh: Fasciola hepatica cathepsin L1 inhibitors, primary screen, counter-screen for PFM18AAP inhibitor project, biochemical, QFRET, fluorogenic peptide substrate | recombinant F. hepatica cathepsin L1, Z-Leu-Arg-MCA fluorescence | inhibition, % at 5.96 µM | hit rate 0.49% among 300,000 | AID 1906, 2009;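 active means inhibition above the mean of all tested compounds plus 3 SD, set per screening campaign, cut at about 17% in these data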;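 further: 0% = plate median of test compound wells and 100% = 1 µM Z-Phe-Ala-diazomethylketone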
PP5 primary: PP5 phosphatase inhibitors, primary screen, biochemical, fluorescence; Serine/threonine-protein phosphatase 5 (Homo sapiens), P53041; purified PP5c, OMFP substrate fluorescence; inhibition, % at 6.7 µM; hit rate 0.18% among 320,000; AID 1987, 2009;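 active means inhibition above the campaign's mean inhibition across all tested compounds plus 3 SD, cut at about 9.5% in these data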;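 further: 0% = DMSO only and 100% = 100 µM cantharidin control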
GASC-1 inh: inhibitors of GASC-1 histone demethylase, primary screen, biochemical, fluorescence, DELFIA europium; hit rate 0.069% among 330,000; Lysine-specific demethylase 4C (Homo sapiens), Q9H3R0; inhibition, % at 2.35 µM; GST-JMJD2C(1-420) H3K9me3 demethylation;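 active means more than half of a compound's replicate wells show inhibition beyond 50%, single wells judged on their own value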;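 further: signal counts dimethyl H3K9 product captured on neutravidin plate; 0% = median of DMSO wells and 100% = 0.3 times that DMSO median; strong numbers were not always called active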
Target sequence (Q9H3R0 1-420 limits assumed): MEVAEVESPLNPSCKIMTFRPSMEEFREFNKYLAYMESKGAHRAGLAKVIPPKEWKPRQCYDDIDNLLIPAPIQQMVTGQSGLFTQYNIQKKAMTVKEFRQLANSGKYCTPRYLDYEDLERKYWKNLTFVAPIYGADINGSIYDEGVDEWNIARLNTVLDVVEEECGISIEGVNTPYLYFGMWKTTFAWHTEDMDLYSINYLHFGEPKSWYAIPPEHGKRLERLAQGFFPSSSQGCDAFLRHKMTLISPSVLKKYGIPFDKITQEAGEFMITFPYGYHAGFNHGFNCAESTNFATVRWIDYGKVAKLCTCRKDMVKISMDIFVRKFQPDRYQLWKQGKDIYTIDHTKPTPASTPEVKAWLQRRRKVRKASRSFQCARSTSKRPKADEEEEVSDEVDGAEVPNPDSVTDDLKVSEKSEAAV
procasp3 activ: activators of human procaspase-3 D3A mutant, primary screen, biochemical, absorbance, PC-3 D3A mutant, single concentration; recombinant procaspase-3 D3A, Ac-DEVD-pNA absorbance 405 nm; activation, % at 8.5 µM; hit rate 0.11% among 330,000; Caspase-3 (Homo sapiens), P42574; AID 463141, 2010;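 active means activation above the mean of all tested compounds plus 3 SD, cut at about 21% in these data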;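 further: 0% = DMSO alone and 100% = DMSO wells spiked with extra 5 µM PC-3 D3A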
Target sequence (P42574 whole entry D9A/D28A/D175A): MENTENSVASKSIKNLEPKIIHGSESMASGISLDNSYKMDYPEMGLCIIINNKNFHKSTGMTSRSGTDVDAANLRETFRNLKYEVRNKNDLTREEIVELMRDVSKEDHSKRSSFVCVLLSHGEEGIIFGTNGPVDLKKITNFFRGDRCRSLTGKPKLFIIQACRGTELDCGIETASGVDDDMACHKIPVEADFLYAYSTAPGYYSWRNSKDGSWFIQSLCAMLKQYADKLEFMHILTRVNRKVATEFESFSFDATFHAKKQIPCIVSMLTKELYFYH
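Evaluation: percent activation relative to control range; Material: Procaspase-3 D3A mutant, all three cleavage aspartates alanine; Compound: single dose, 8.5 µM nominal compound, 0.8% DMSO; Replication: one well per compound; Signal: absorbance at 405 nm, 0 and 120 min; Schedule: 1 h preincubation plus 2 h reaction at 25 °C.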
PP1 inh: PP1-alpha phosphatase inhibitors, primary screen, counter-screen for PP5 inhibitor project, biochemical, fluorescence, OMFP substrate, single point; purified PP1alpha; inhibition, % at 6.7 µM; hit rate 0.9% among 320,000;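 active means inhibition above the mean inhibition of all tested compounds plus 3 SD, computed separately for each screening campaign, cut at about 15% in these data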
* hit, by the source's call; / = no result given.

Molecule | Fh CTSL1 inh | proCasp7 act | GASC-1 inh | PP5 primary | procasp3 activ | HCV core dimer | PP1 inh | GRK2 aptamer HTS | VLA-4 inh
O=C(NC(=S)Nc1ccc(S(=O)(=O)Nc2nccs2)cc1)c1ccc(F)c(F)c1 | -2 | -2 | 12 | 1.1 | 2 | 5 | 2 | 2 | -5
O=C(Nc1ccc(F)cc1)N1CCN(c2nc3ccccc3s2)CC1 | 1 | 8 | -5 | 0.7 | 8 | 2 | -2 | 0 | -1
CCOC(=O)c1c(NC(=O)CSc2cccc[n+]2[O-])sc(C(=O)Nc2ccccc2)c1C | 3 | 5 | -13 | -2.4 | 3 | 24 | -2 | 4 | 3
O=C1/C(=C\c2ccccc2Cl)SC(=S)N1CCC(=O)N1CCCc2ccccc21 | -1 | -1 | -1 | -3.0 | 0 | 0 | -1 | 0 | -42
COc1cc2nc(NC(=O)c3ccc(Cl)cc3)[nH]c(=O)c2cc1OC | 4 | 15 | -8 | -0.4 | -5 | 5 | -1 | 2 | -6
OCC(C#CCN1CCCCC1)NCc1ccccc1 (centres undefined) | -3 | -1 | 5 | 1.6 | -2 | -2 | -2 | 0 | 12
COC(=O)c1ccccc1NC(=O)CN1CCC(n2nnc3cc(F)ccc32)CC1 | 1 | 2 | -6 | 3.0 | -1 | 2 | -1 | 0 | -26
CN(CC(=O)N1CCCc2c1c(=O)oc1ccc(O)cc21)Cc1ccccc1 | 1 | -9 | -2 | -2.1 | -4 | 5 | -3 | 2 | 9
CCC(CC)C(=O)NCCc1cc2cc(C)c(C)cc2[nH]c1=O | -1 | 1 | -8 | 1.6 | 1 | -51 | 0 | 0 | 28
COC(Cc1n[nH]c(=S)n1-c1ccc(Cl)cc1)OC | 0 | 4 | -3 | 1.0 | -7 | 1 | 0 | 0 | 10
CC1CCC2(CC1)NC(=O)N(NC(=O)c1cc3ccccc3o1)C2=O (centres undefined) | / | 6 | 12 | 1.2 | 1 | / | -1 | 3 | 16
O=[N+]([O-])c1ccccc1-c1ccc(C(=S)N2CCCC2)o1 | 4 | -15 | -25 | -0.8 | -10 | 0 | 2 | 0 | 7
CC1=[N+]([O-])C(C)(C)C(C)N(O)C1=O (centres undefined) | 3 | 4 | 26 | 1.2 | 7 | -1 | 0 | 0 | 18
Cc1ccc2c3c1C(=O)C(=O)N3C(C)(C)CC2C (centres undefined) | 1 | 2 | -2 | -0.1 | 6 | -3 | 2 | 1 | 0
Cc1ccc(C(=O)C2CCN(C(=S)NCCCOC(C)C)CC2)cc1 | 0 | 3 | -7 | 0.9 | 2 | 10 | 2 | 0 | 4
O=C1CCCN1c1ncc(S(=O)(=O)c2ccc([N+](=O)[O-])cc2)s1 | -1 | 4 | -4 | 1.0 | 6 | 7 | -3 | 0 | -24
CCN(C(=O)CSc1ncccc1C(=O)OC(C)C)c1cccc(C)c1 | 7 | 5 | 8 | 1.6 | -7 | 1 | 0 | 2 | -1
O=C(Nc1nc(-c2ccccn2)cs1)c1ccco1 | -1 | -2 | -17 | 0.1 | 0 | 28 | 16* | 5 | 2
OC(CN1c2ccccc2Sc2ccccc21)Cn1nnc2ccccc21 (centres undefined) | 17* | -9 | -1 | 5.7 | -11 | 2 | 3 | 0 | 12
O=C(c1nc2ccc(Cl)cn2c1CNCCc1cnccn1)N1CCCCCCC1 | 0 | 6 | 2 | 2.0 | 2 | -1 | 0 | 3 | -3
C=CCc1c(C)nc(C)nc1N/N=C/c1ccccc1 | 0 | -5 | 21 | 0.8 | -12 | -3 | 0 | 0 | -1
Cc1cc2c(=O)[nH]cnc2s1 | 0 | 3 | 2 | 0.5 | -5 | -5 | -3 | 1 | 2
CN(C)c1ccc(CNc2ncc(Br)cc2Br)cc1 | 2 | 6 | 1 | -2.4 | -3 | -7 | -1 | 0 | -2
Cc1nn(Cc2ccccc2Cl)c(C)c1NC(=O)NC12CC3CC(CC(C3)C1)C2 | -1 | 8 | 6 | 2.2 | 2 | 11 | 5 | 0 | 5
CCOC(=O)c1c(NC(=O)c2cc(CC(C)C)on2)sc(C(C)=O)c1C | 0 | 0 | -3 | 2.1 | 2 | 15 | -4 | 0 | 3
Cn1c(-c2sccc2OCc2ccc(Cl)cc2Cl)n[nH]c1=S | 2 | -17 | 2 | 2.0 | -19 | 10 | 1 | 2 | -2
Cc1cc2ncn(C3CC(=O)N(Cc4ccc(N5CCCC5=O)cc4)C3=O)c2cc1C (centres undefined) | -3 | -14 | -14 | 0.1 | 3 | 9 | -1 | 0 | -14
CCn1cc(C(=O)OC)c(=O)c2cc(S(=O)(=O)N(C)C3CCCCC3)ccc21 | -2 | -6 | 6 | -4.5 | 8 | 3 | 7 | 0 | -3
Cc1cc([N+](=O)[O-])cc2c1NC(=O)C2(O)N1CCCCCC1 (centres undefined) | 3 | 4 | 0 | -0.4 | -5 | -8 | -4 | 4 | 14
Cc1ccc(/C=N/N2CCN(C3c4ccccc4-c4ccccc43)CC2)o1 | -1 | -5 | 9 | 0.1 | 8 | 5 | -3 | 1 | 4
Cc1ccc(C(=O)Oc2ccc3ccc(=O)oc3c2)cc1 | 2 | 10 | -9 | -1.4 | 7 | -2 | -3 | 0 | 13
CCc1sc(C(C2C(=O)CC(C)(C)CC2=O)C2C(=O)CC(C)(C)CC2=O)cc1[N+](=O)[O-] | -5 | -13 | -12 | 1.8 | 1 | 17 | -8 | 1 | 4
O=C(NCc1ccco1)c1c(O)c2cccc3c2n(c1=O)CCC3 | -4 | 5 | 0 | 0.0 | 9 | 1 | -2 | 3 | 4
Cc1ccc2cc(CN(CCO)Cc3nnnn3Cc3ccc(F)cc3)c(=O)[nH]c2c1 | 0 | 15 | -10 | -0.9 | -9 | -5 | -1 | 1 | 10
Cc1ccc(NC(=O)CNCc2ccccn2)cc1S(=O)(=O)N(C)C | -2 | -3 | -9 | 1.0 | 3 | 0 | 4 | 1 | -17
CC1CCCC/C1=N\NC(=S)Nc1ccccc1 (centres undefined) | -1 | -6 | -9 | -3.1 | -8 | -2 | 6 | 0 | 30
COc1ccc(C2=NO[C@H]3C[C@](C(=O)NC(C)C)(S(=O)(=O)c4ccccc4)C[C@@H]23)cc1 | 2 | 8 | 3 | 2.0 | 5 | -1 | 1 | 3 | 13
CC(C)(C)C(=O)Oc1cc(N)n(S(=O)(=O)c2ccc(F)cc2)n1 | 1 | -26 | 99 | -1.3 | -24 | 3 | -2 | 0 | 2
CCOc1ccccc1N1CCN(C(=O)C2CSC3(C)CCC(=O)N23)CC1 (centres undefined) | / | 0 | -1 | 2.8 | -5 | / | -3 | 15 | 39
O=C(COC(=O)CNC(=O)c1cccs1)Nc1ccc(C(F)(F)F)cc1[N+](=O)[O-] | -16 | 5 | 2 | -1.2 | 5 | -2 | -5 | 1 | 7
O=C(CSc1nnc(-c2cccnc2)n1Cc1ccco1)c1ccc(Br)cc1 | 2 | -1 | 23 | 4.2 | 0 | 1 | 0 | 0 | 10
Cc1ccc(C(=O)Nc2ccc(O)cc2C(=O)O)cc1C | 3 | -9 | -15 | -1.8 | -2 | 3 | -1 | 0 | -6
Cc1ccccc1C1c2[nH]c3ccccc3c2C[C@H]2C(=O)N(c3ccccc3C(=O)NCCCN3CCOCC3)C(=O)N12 (some centres undefined) | 0 | -2 | 1 | 4.5 | 9 | -1 | -2 | 0 | 6
CCOC(=O)c1cc2c(ccn2C)n1CC(=O)N1CCN(c2cccc(C(F)(F)F)c2)CC1 | 3 | -6 | 13 | 2.4 | 9 | 8 | 4 | 5 | -1
CCNc1nc(NCC)n2c(SCC(=O)Nc3cc(Cl)ccc3OC)nnc2n1 | -2 | 9 | 3 | -0.9 | -1 | 4 | -10 | 8 | 5
CC(C)CC(C(=O)NC1CCCC1)N(Cc1cccs1)C(=O)c1snc(C(N)=O)c1N (centres undefined) | 2 | -12 | 0 | 0.2 | 7 | 8 | -1 | 0 | -14
COc1cccc(N2CCN(C(=O)c3cc4ccc(OC)cc4[nH]3)CC2)c1 | -2 | -7 | -26 | 0.8 | 0 | 19 | 4 | 0 | 0
CC(NCc1ccc2c(c1)OCO2)c1ccccc1 (centres undefined) | -6 | 10 | 3 | 2.6 | 7 | 3 | -4 | 1 | -1
CCOC(=O)N1CCN(C(=O)CNC(=O)c2nn(-c3ccc(OC)c(Cl)c3)c(=O)c3ccccc23)CC1 | 0 | 11 | 10 | 2.5 | 7 | 6 | -6 | 0 | -5
COc1cccc(OCC(O)CN2CCN(C)CC2)c1 (centres undefined) | 0 | -1 | 1 | -2.4 | 1 | 1 | -3 | 2 | -19
CC(=O)Nc1nc(-c2ccc3c(c2)CC(C)N3C(=O)C2CC2)c(C)s1 (centres undefined) | -3 | -2 | -23 | 1.0 | 4 | 4 | -1 | 1 | -11
CC(/C=C/c1ccc(N(C)C)cc1)=N\N=C(/N)SC1CC(=O)N(c2ccc(C(=O)O)cc2)C1=O (centres undefined) | 22* | -6 | -4 | 2.6 | 1 | -16 | -6 | 38 | -2
COc1ccc(C(CNC(=O)C(=O)Nc2ccc3c(c2)OCO3)N2CCN(C)CC2)cc1 (centres undefined) | -2 | 5 | 8 | -1.7 | 10 | 0 | -1 | 0 | 1

3 of these compounds in another layout:
The line under a structure holds: Fh CTSL1 inh	proCasp7 act	GASC-1 inh	PP5 primary	procasp3 activ	HCV core dimer	PP1 inh	GRK2 aptamer HTS	VLA-4 inh
> CCNc1nc(NCC)n2c(SCC(=O)Nc3cc(Cl)ccc3OC)nnc2n1
→ -2	9	3	-0.9	-1	4	-10	8	5
> CC(C)CC(C(=O)NC1CCCC1)N(Cc1cccs1)C(=O)c1snc(C(N)=O)c1N (centres undefined)
→ 2	-12	0	0.2	7	8	-1	0	-14
> COc1cccc(N2CCN(C(=O)c3cc4ccc(OC)cc4[nH]3)CC2)c1
→ -2	-7	-26	0.8	0	19	4	0	0
